PAFAH1B2 inh = PAFAH1B2 enzyme inhibitors, primary screen, biochemical, fluorescence polarization, human; recombinant PAFAH1B2, FP-rhodamine activity probe; inhibition, % at 3.39 µM; 1.2% of 340,000 active; AID 492953, 2010;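 active means inhibition above the mean of all tested compounds plus 3 SD, cut at about 24% in these data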;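 further: 0% = enzyme with DMSO and 100% = wells lacking PAFAH1B2; many of its hits are not listed in these tables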
pPAFAH FP inh = pPAFAH enzyme inhibitors, primary screen, biochemical, fluorescence polarization, human | Platelet-activating factor acetylhydrolase (Homo sapiens), Q13093 | recombinant pPAFAH, FP-rhodamine probe fluorescence polarization | inhibition, % at 3.39 µM | 1.5% of 330,000 active;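 active means inhibition above the mean inhibition across the screen plus 3 SD, cut at about 25% in these data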;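 further: inhibitors block binding of the rhodamine activity-based probe so polarization drops; 0% = enzyme with DMSO and 100% = wells lacking pPAFAH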
Fam108B counter = mouse Fam108B serine hydrolase inhibitors, primary screen, counter-screen for RBBP9 inhibitor project, biochemical, fluorescence polarization; recombinant Fam108B, FP-Rh probe fluorescence polarization; inhibition, % at 9.51 µM; 0.33% of 300,000 active; AID 1947, 2009;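 active means inhibition above the screen mean inhibition plus 3 SD, computed separately per campaign, cut at about 18% in these data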;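 further: inhibitors lower polarization as less probe binds the enzyme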
BCLXL inh = inhibitors of human Bcl-xL, primary screen, biochemical, fluorescence polarization, HTS | GST-Bcl-xL / FITC-Bim BH3 peptide fluorescence polarization | inhibition, % at 10.9 µM | 0.7% of 320,000 active;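 active means inhibition above the mean of all tested compounds plus 3 SD, cutoff set per campaign, cut at about 30% in these data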;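 further: 0% = DMSO wells and 100% = unlabeled Bim-BH3 peptide competitor; inhibitors lower millipolarization by displacing the labeled peptide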
MCL1-BIM inh = inhibitors of MCL1 binding to BIM-BH3, primary screen, biochemical, fluorescence polarization; GST-MCL1 / FITC-Bim-BH3 fluorescence polarization; inhibition, % at 10.9 µM; 0.68% of 320,000 active; AID 2057, 2009;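 active means inhibition above the mean inhibition of all tested compounds plus 3 SD, set per campaign, cut at about 40% in these data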;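 further: 0% = DMSO wells and 100% = unlabeled Bim-BH3 peptide control; higher means more loss of mP so more displacement of Bim peptide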
Target sequence (Q07820 whole entry, looked up): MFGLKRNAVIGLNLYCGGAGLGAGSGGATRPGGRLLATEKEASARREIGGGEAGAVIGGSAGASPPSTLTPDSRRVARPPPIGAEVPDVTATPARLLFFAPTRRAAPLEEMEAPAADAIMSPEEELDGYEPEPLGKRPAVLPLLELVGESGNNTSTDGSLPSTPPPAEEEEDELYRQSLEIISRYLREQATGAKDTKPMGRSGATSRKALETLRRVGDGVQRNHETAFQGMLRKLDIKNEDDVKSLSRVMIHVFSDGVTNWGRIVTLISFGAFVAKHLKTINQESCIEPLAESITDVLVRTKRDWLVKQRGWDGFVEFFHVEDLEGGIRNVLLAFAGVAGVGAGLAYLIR
AHR activator = AHR activators, primary screen, cell-based, luminescence, luciferase reporter, human; 2.5% of 320,000 active; Aryl hydrocarbon receptor (Homo sapiens), P35869; AID 2796, 2010; activation, % at 5 µM; AHR-responsive luciferase reporter cells; in the data active means activation above about 47%;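 further: 0% = vehicle wells and 100% = reference agonist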
PME-1 inh = PME-1 inhibitors via competitive probe labeling, primary screen, biochemical, fluorescence polarization, FP-Rh probe, HTS; inhibition, % at 5.9 µM; 0.53% of 320,000 active; recombinant PME-1; AID 2130, 2009;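 active means inhibition above the campaign mean of all compounds plus 3 SD, cut at about 26% in these data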;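 further: competitive labeling of PME-1 active site by serine hydrolase directed probe; 0% = PME-1 with DMSO and 100% = wells lacking PME-1 enzyme; inhibitors block probe labeling so polarization falls and inhibition rises; many of its hits are not listed in these tables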
GLD-1 RNA inh = GLD-1/TGE RNA complex disruptors, primary screen, biochemical, fluorescence polarization | Female germline-specific tumor suppressor gld-1 (Caenorhabditis elegans), Q17339 | purified GLD-1 + fluorescein TGE RNA | inhibition, % at 5.96 µM | 0.44% of 320,000 active | AID 2280, 2010;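 active means percent inhibition above a per-plate cutoff, the plate mean of test compounds plus 3 SD, cut at about 30% in these data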;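 further: 0% = DMSO wells with GLD-1 and probe and 100% = wells lacking GLD-1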
Target sequence (Q17339 whole entry, looked up): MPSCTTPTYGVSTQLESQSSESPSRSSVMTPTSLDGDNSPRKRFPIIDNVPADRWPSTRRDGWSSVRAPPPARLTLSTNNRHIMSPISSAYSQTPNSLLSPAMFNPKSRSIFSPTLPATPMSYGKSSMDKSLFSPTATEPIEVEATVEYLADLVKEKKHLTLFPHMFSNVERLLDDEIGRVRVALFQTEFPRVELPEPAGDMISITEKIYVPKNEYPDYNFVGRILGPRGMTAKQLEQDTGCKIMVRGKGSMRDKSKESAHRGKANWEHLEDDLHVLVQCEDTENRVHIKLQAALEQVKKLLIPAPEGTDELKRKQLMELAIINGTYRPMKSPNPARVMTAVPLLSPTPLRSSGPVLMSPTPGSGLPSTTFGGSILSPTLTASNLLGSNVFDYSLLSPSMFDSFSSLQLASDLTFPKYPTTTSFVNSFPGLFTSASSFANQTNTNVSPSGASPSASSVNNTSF
MEX-5 binding = MEX-5 zinc finger RNA-binding disruptors – biochemical, C. elegans, fluorescence polarization, MLPCN library, primary screen; activity score (negative = inhibition of binding), % at 10 µM; 0.38% of 300,000 active; AID 1832, 2009; MEX-5/FITC-TCR2 RNA binding; active compounds read low; Zinc finger protein mex-5 (Caenorhabditis elegans), Q9XUB2;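 active means inhibition past about -25% in most replicates, and total fluorescence under double the plate's negative control median, limit read from the data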;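 further: 0% = DMSO and -100% = 5 µM competing unlabeled TCR2 RNA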
The depositor's hits bear a star; · = no result given. These rows are one share of the data (hit frequency here may not be typical).

mol	PME-1 inh	BCLXL inh	pPAFAH FP inh	PAFAH1B2 inh	MEX-5 binding	GLD-1 RNA inh	AHR activator	Fam108B counter	MCL1-BIM inh
COc1ccc(C2CC(c3cccs3)=NN2c2ccc(C=O)cc2)cc1 (stereo unspecified)	-2	-13	10	·	-47*	-41	0	-4	-62
CC(C)NC(=O)NC(=O)COC(=O)c1cc[n+]([O-])cc1	7	-1	1	4	-0.3	4	0	3	1
O=c1c2ccccc2nc2ccc(N3CCOCC3)nn12	4	12	0	-6	-1.1	5	8	0	10
COc1ccc(N2C(=O)CC(Sc3ncn[nH]3)C2=O)c(OC)c1 (stereo unspecified)	-8	10	0	7	12	0	-2	1	9
CCc1nccn1S(=O)(=O)c1ccc2ccc(C)cc2c1	-6	4	-1	-1	0.5	10	8	-4	-4
COc1ccc(/C=N/NC(=O)Cn2nc([N+](=O)[O-])cc2C)c(OC)c1OC	1	5	4	1	-1.2	-4	2	9	2
COc1ccc(S(=O)(=O)N2CCCCC2)cc1NC(=O)c1cccnc1SC	1	5	-1	2	-0.7	-1	0	-5	4
c1ccc(CN(Cc2ccccc2)c2c3c(nc4ncnn24)CCC3)cc1	1	-4	6	1	1.8	8	-3	0	-7
Cc1cc(C)nc(SCc2ccc(C(=O)N/N=C/c3cccnc3)cc2)n1	-12	0	-12	-1	1.3	5	7	-4	0
O=C(CCN1CCN(Cc2ccccc2)CC1)Nc1cccc(Cl)c1	-8	6	-2	1	-2.6	1	2	-1	5
CCOc1ccccc1NC(=O)COC(=O)c1cnc(C)cn1	0	-3	-2	2	·	-6	1	·	-2
Cc1nc(NC(=O)COC(=O)CCC(=O)c2cccs2)c(Cl)cc1Cl	2	4	21	0	0.8	6	4	-2	9
COCC(=O)OCC(=O)Nc1ccc(Cl)cc1[N+](=O)[O-]	-11	1	8	0	-0.9	2	0	-3	-7
CN1C(=O)C2(Nc3ccccc3-c3nc4ccccc4n32)c2ccccc21 (stereo unspecified)	4	5	3	3	0.0	11	0	1	3
C=CCN(C(=O)c1csnn1)C(C(=O)NCc1ccc(F)cc1)c1cccs1 (stereo unspecified)	-5	1	-2	-2	-1.4	-5	1	-2	1
O=C(O)CCCc1ccc2ccc3cccc4ccc1c2c34	-1	9	9	8	-2.4	3	1	1	5
CCN(CC)CCCN(Cc1cc2cc3c(cc2[nH]c1=O)OCO3)C(=S)NCCCN(C)C	-3	4	-2	4	0.7	-8	1	-3	0
Cc1ccc(-n2cc(CNCCc3cscn3)c(-c3ccc(F)cc3)n2)cc1	-4	5	1	0	0.7	1	20	6	7
CC(C)NC(=O)c1c(CSc2ccccc2)noc1C(=O)NCc1ccccc1	-3	0	0	0	1.3	9	1	-1	4
COc1ccccc1CNC(=O)CCS(=O)(=O)c1ccc2c(c1)CCN2C(C)=O	-3	5	1	4	-0.4	5	-2	1	3
Cc1sc2c(c1C)c(=O)n(-c1ccccc1)c1nnc(C)n21	0	0	0	-1	1.6	0	-2	1	1
CCOCCc1c(O)nc(SCCOc2ccc(C)c(C)c2)[nH]c1=O	9	2	2	4	2.1	1	-1	-4	4
CCc1ccc(CN(C)C(=O)CCc2nnc(-c3ccc(-c4ccccc4)cc3)o2)nc1	0	0	62*	-2	-2.2	6	-7	-7	2
COc1ccc(OC)c(-c2cc(C(=O)Nc3cc(C)on3)no2)c1	-1	-4	3	6	-4.8	-1	0	-7	4
CC(C)=CCc1cc2c(=O)c3c(O)c4c(cc3oc2c(O)c1O)OC(C)C4(C)C (stereo unspecified)	30*	-8	67*	·	-3.3	3	8	-2	-8
CC(C)(C)C1CCC(OC(=O)c2cncc(Br)c2)CC1 (stereo unspecified)	2	-2	1	1	0.0	10	1	1	-4
COCCCN(C(=O)c1ccco1)c1nc(-c2cc(OC)ccc2OC)cs1	12	0	2	5	2.8	-2	6	4	-6
CC(C)C(=O)Nc1cccc(C(=O)OCC(=O)c2ccc(Cl)cc2Cl)c1	-8	7	-2	4	-2.2	-7	1	-1	6
O=C(O)CC12CC3CC(C1)CC(n1cncn1)(C3)C2	1	-3	-2	5	1.3	-6	-1	0	-2
O=C(O)CCC(=O)Nc1nc(-c2ccccc2)cs1	-2	5	3	-1	2.0	5	0	1	0
CC1CCCN(S(=O)(=O)c2ccc3c(c2)c(=O)nc2ccccn23)C1 (stereo unspecified)	3	6	7	6	1.7	-9	-1	6	8
O=C(CCNC(=O)c1ccccc1)Nc1ccc(S(=O)(=O)Nc2ncccn2)cc1	·	·	3	4	·	2	-1	·	·
Cc1cc(NC(=O)CSc2ncccc2C(=O)O)no1	7	-1	1	4	-0.5	-7	0	-2	8
CSc1nc(-c2ccc(Cl)cc2)nn1S(=O)(=O)c1ccc(Cl)cc1	1	2	2	1	-1.0	-2	2	1	-6
COc1ccc2c(c1OC)C(=O)N1C2SC(C)(C)[C@H]1C(=O)NC1CC1 (stereo partly specified)	-6	0	7	-3	-2.3	12	1	-3	-1
C=CCOc1ccccc1C1NC(=O)NC(C)=C1C(=O)NCc1ccccc1 (stereo unspecified)	3	4	3	0	1.7	4	6	1	14
COC(=O)c1cc(=O)n(Cc2cccs2)c(=NCc2cccs2)s1	1	0	-1	4	0.0	7	0	-2	-1
O=C(Oc1cccc(-n2cnnn2)c1)c1ccccc1Cl	-4	-4	4	2	0.8	-2	0	1	1
COCCSc1nc(N)c(NC(=O)c2ccc(OC)cc2)c(=O)[nH]1	3	9	-2	-2	1.1	7	0	-1	8
CCC(=O)Nc1ccccc1C(=O)NC1CCCCC1	3	5	-3	4	0.9	4	3	1	5

Reformatted: entries from further up
Order of values – PME-1 inh	BCLXL inh	pPAFAH FP inh	PAFAH1B2 inh	MEX-5 binding	GLD-1 RNA inh	AHR activator	Fam108B counter	MCL1-BIM inh
> CCOCCc1c(O)nc(SCCOc2ccc(C)c(C)c2)[nH]c1=O
 : 9	2	2	4	2.1	1	-1	-4	4
> CCc1ccc(CN(C)C(=O)CCc2nnc(-c3ccc(-c4ccccc4)cc3)o2)nc1
 : 0	0	62*	-2	-2.2	6	-7	-7	2

Later entries
mol	PME-1 inh	BCLXL inh	pPAFAH FP inh	PAFAH1B2 inh	MEX-5 binding	GLD-1 RNA inh	AHR activator	Fam108B counter	MCL1-BIM inh
CC(C)n1nnnc1SCC(=O)c1c(N)n(C2CC2)c(=O)[nH]c1=O	1	-1	-1	1	·	4	1	·	0
CNC(=O)CC1C(=O)N(Cc2ccccc2)C(=S)N1NC(=O)c1cccc(F)c1 (stereo unspecified)	0	-1	2	0	-3.2	4	1	2	8
CN1CCN(C(=O)CN(c2cccc(Cl)c2)S(=O)(=O)c2ccccc2)CC1	1	2	1	5	-7.7	4	-1	1	6
O=C(O)CC/C(=C\c1ccc2c(c1)OCO2)c1nc2ccccc2s1	-3	13	3	2	-4.1	28	2	-2	9
Cc1ccc(C(=O)N/N=C\c2cccc(OC(=O)c3cccc(F)c3)c2)cn1	-2	1	4	4	-1.3	4	1	0	-3
CCC(=O)N1CCN(c2cc3c(cc2F)c(=O)c(C(=O)O)cn3CC)CC1	-6	3	2	5	-0.7	2	1	-3	0
CC(C)CNC(=O)NC1C(NC(=O)NCC(C)C)N(C)C(=O)N1C (stereo unspecified)	-2	0	0	6	-1.3	-2	4	-2	-6
O=C(N/C(=C/c1ccc(Br)cc1)C(=O)N1CCCC1=O)c1ccco1	9	4	7	4	0.8	3	-2	-1	4
COc1ccc(COc2cc(-c3cccc(OC)c3)nc3ccc(NC(C)=O)cc23)cc1	-57	7	-12	1	1.0	5	9	-31	7
Oc1ccccc1CNc1cccc2cccnc12	3	5	34*	1	-0.5	2	19	8	3
CCOC(=O)C(NC(=O)Nc1cccc(C)n1)(OCC(F)(F)F)C(F)(F)F (stereo unspecified)	-1	3	-5	-3	0.8	3	-1	4	1
O=C(Cc1ccccc1[N+](=O)[O-])NCc1ccc(Cl)cc1Cl	2	0	1	7	-2.9	4	7	2	3
CCOc1ccc(N2CC(C(=O)N3CCCCC3)CC2=O)cc1 (stereo unspecified)	2	4	-1	0	-3.3	1	0	1	6
COc1ccc(-c2ccc(-c3noc(C)n3)c(OC)n2)cc1	1	0	-7	3	0.8	7	13	3	-2
CN(C)N=Nc1nc[nH]c1C(N)=O	-1	1	-3	3	·	4	-3	-8	3
CCOC(=O)C1=C(O)/C(=C\c2cc(C)n(-c3ccc(F)cc3)c2C)N=C1C	4	29	13	2	-0.2	20	2	2	25
CC1C(C(=O)Nc2ccccc2)CCCC1(C)C(=O)O (stereo unspecified)	-4	-1	4	4	-0.1	0	2	-1	-4
O=C1CCN(C2CCN(Cc3nc(Cc4ccccc4F)no3)CC2)CCN1	0	4	1	-1	0.6	-5	0	0	6
COc1ccccc1OCc1nc(C#N)c(N2CCCC2)o1	2	7	0	5	-2.0	0	65*	-1	4
CN(C(=O)CSc1nnc2n1CCCCC2)C1(C#N)CCCCC1	·	·	1	6	·	6	1	·	·

Bioassay records deposited in PubChem by several laboratories.
